# VP16 counter – VP16 counterscreen qHTS for inhibitors of ROR gamma transcriptional activity. Drosophila S2 Gal4-VP16 UAS-luciferase, luminescence, 20 h. Potency, µM (top dose mostly 53.6 µM), inactives show at the top dose activity, negative = inhibition, usual class: inhibitors. 3.5% of 310,000 active. AID 2546, 2010;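 also: Gal4-VP16 expression switched on by copper sulfate through the metallothionein promoter; % is scaled to controls: 0 for no effect and ±100 for the full control effect; nearly all actives have a fitted effect of over 50% in size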
# NPC1 promoter act – qHTS Assay for NPC1 Promoter Activators; Huh7 NPC1 promoter luciferase reporter, 24 h; Potency, µM (titrated, usually from 9.22 µM), for the others: top-dose activation, most hits filed as activators; 2.4% of 320,000 active;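 also: % of control where 0% means no effect; nearly all actives have a fitted effect of over 60% in size; reporter is driven by a mutant NPC1 promoter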
#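 Readout is luciferase luminescence, reflecting NPC1 promoter activation in stably transfected Huh7 cells after 24 h compound exposure at 37 °C in reduced-serum medium with 10% FBS.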
# uPA surface inh – qHTS for Inhibitors of Cell Surface uPA Generation; cell surface uPA generation assay, qHTS; Potency, µM (doses to about 38.3 µM), for inactives: top-dose activity change, negative = inhibition, hits mostly inhibitors; 0.31% of 330,000 active; active = well fitted inhibition curve with a large enough effect; inconclusive = small, poorly fitted or top-dose-only effect; inactive = no such curve, though single readings can be large or run the other way; tested in mouse RAW 264.7 cells; also: % is scaled to controls: 0 for no effect and ±100 for the full control effect; nearly all actives have a fitted effect of over 55% in size
# MBNL1 CUG block – qHTS Assay for Inhibitors of MBNL1-poly(CUG) RNA binding | Muscleblind-like protein 1 (Homo sapiens), Q9NR56 | TR-FRET MBNL1-His/biotin-(CUG)12 binding, 665/545 ratio | Potency, µM (doses to about 57.5 µM), inactives show at the top dose activity change, negative = inhibition, actives largely listed as inhibitors | 0.036% of 280,000 active; active = well fitted inhibition curve with a large enough effect in the signal ratio, with a control signal flat, not every such curve was filed as active; inconclusive = small, poorly fitted or top-dose-only effect, or effect the other way, or a change in a side signal; inactive = no such curve, though single readings can be large or run the other way; the % refers to the signal ratio; also: % is scaled to controls: 0 for no effect and ±100 for the full control effect
#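 Inhibition of protein-RNA binding appears as loss of TR-FRET between terbium anti-His antibody on MBNL1-His and streptavidin-XL665 on biotin-(CUG)12. Activity is normalized to buffer-only and uninhibited-complex controls.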
# RORgamma inh – qHTS for inhibitors of ROR gamma transcriptional activity; AID 2551, 2010; Nuclear receptor ROR-gamma (Mus musculus), P51450; 5.4% of 310,000 active; Drosophila S2 Gal4-RORgamma UAS-luciferase reporter, 20 h; Potency, µM (highest dose often 53.6 µM), for inactives: top-dose activity change, negative = inhibition, actives largely listed as inhibitors; also: % is scaled to controls: 0 for no effect and ±100 for the full control effect; nearly all actives have a fitted effect of over 60% in size
# Target sequence (P51450 whole entry, looked up, the tested form may be a part): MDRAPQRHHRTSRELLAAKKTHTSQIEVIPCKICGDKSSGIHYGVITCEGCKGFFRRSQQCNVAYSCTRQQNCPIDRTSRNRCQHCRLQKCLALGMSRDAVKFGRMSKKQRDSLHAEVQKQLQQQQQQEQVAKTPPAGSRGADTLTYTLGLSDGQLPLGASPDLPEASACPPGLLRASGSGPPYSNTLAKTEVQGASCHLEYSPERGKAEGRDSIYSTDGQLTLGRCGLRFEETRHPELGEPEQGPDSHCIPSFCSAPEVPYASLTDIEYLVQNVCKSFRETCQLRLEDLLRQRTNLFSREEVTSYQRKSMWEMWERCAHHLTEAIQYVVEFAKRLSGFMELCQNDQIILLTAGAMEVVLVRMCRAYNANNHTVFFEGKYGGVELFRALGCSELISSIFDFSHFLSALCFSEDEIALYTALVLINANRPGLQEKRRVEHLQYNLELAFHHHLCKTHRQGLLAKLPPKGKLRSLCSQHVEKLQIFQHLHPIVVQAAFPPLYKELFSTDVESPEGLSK
#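 Drosophila S2 cells stably expressing Gal4-DBD/mouse RORγ fusion under metallothionein promoter plus UAS-luciferase; compound 1 h, then 700 uM CuSO4 induction for 20 h at ambient temperature; inhibition read as reduced luminescence.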
# Rab9 prom act – qHTS Assay for Rab9 Promoter Activators. AID 485297, 2010. Huh7 Rab9 promoter-luciferase reporter, luminescence, 24 h. Potency, µM (highest dose often 9.22 µM), for the others: at the highest dose activation, negative = inhibition, actives largely listed as activators. 2.8% of 320,000 active; also: % of control where 0% means no effect; nearly all actives have a fitted effect of over 60% in size
#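 Cells were plated at 1500 per well in reduced-serum medium with 10% FBS and left 2 h. Compound in DMSO was then added for 24 h at 37 °C. Reporter signal was read by luminescence after 10 min with luciferase detection reagent.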
# p53 reactivator – qHTS assay for re-activators of p53 using a Luc reporter. AID 504706, 2011. Potency, µM (highest dose often 92.2 µM), without a hit: top-dose activity change, positive = activation, usual class: activators. H1299 p53-A138V BP100-luciferase reporter, luminescence, 24 h. 0.063% of 320,000 active; also: % of control where 0% means no effect; nearly all actives have a fitted effect of over 45% in size
#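 p53-null H1299 cells stably carrying temperature-sensitive p53-A138V and a BP100-luciferase reporter were pinned with compounds (4-point, 1:5 series) and held 24 hrs at 37 deg C. Luminescence was read 10 min after detection reagent.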
# BRCA1 expr act – qHTS Assay to Identify Small Molecule Activators of BRCA1 Expression | MCF7-BRCA1-FFLuc reporter, luminescence, 48 h; response scale: scaled: vehicle 0%, 10 µM genistein 100% | AID 624202, 2012 | Potency, µM (series often up to 46.1 µM), for inactives: top-dose activation, most hits filed as activators | 1.1% of 380,000 active; also: nearly all actives have a fitted effect of over 80% in size; some results filed as inactive show a strong effect at the top dose
#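 MCF7-BRCA1-FFLuc cells, 2000/well in phenol-red-free MEM, attached 2 h then treated 48 h at 37 C. Luciferase luminescence read 15 min after reagent; normalized to genistein maximum activation (10microM) and DMSO, concentration-response fitted.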
# FLuc counter – qHTS profiling assay for firefly luciferase inhibitor/activator using purifed enzyme and Km concentrations of substrates (counterscreen for miR-21 project); Luciferin 4-monooxygenase (Photinus pyralis), P08659; Potency, µM (top dose mostly 57.5 µM), for inactives: top-dose activity change, negative = inhibition, usual class: inhibitors; AID 588342, 2011; 6.9% of 360,000 active; purified FLuc, Km substrates, luminescence inhibition;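 also: plate controls were vehicle for no effect and reference inhibitor for full effect; nearly all actives have a fitted effect of over 55% in size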
# Target sequence (P08659 whole entry, looked up): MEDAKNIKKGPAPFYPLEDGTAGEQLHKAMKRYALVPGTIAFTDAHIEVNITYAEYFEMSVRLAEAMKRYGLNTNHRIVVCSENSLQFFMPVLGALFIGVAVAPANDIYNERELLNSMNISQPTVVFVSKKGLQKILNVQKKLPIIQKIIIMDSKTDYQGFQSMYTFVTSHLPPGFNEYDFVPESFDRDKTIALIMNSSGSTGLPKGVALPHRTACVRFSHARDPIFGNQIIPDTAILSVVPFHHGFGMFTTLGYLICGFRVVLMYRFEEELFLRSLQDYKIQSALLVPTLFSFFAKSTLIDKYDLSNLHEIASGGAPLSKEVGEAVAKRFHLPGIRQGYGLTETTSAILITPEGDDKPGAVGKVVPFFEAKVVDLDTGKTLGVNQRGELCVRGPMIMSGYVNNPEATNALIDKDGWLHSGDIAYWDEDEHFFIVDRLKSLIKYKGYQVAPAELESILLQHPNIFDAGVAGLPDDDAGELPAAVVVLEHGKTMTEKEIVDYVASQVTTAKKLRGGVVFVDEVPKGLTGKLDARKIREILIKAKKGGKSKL
#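 Purified P. pyralis luciferase (10nM final) with 10uM D-luciferin and 10uM ATP (Km levels) in 50mM Tris acetate pH 7.5, 10mM Mg acetate, 0.01% Tween-20, 0.05% BSA; qHTS 6-point titration, ~60 µM downward; luminescence read.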
# ELG1 genotoxic – qHTS screen for small molecules that induce genotoxicity in human embryonic kidney (HEK293T) cells expressing luciferase-tagged ELG1. AID 504466, 2011. HEK293T ELG1-luciferase reporter, luminescence, 16 h. Potency, µM (highest dose often 46 µM), without a hit: at the highest dose activity change, positive = activation, most hits filed as activators. 1.3% of 330,000 active; also: % of control where 0% means no effect; nearly all actives have a fitted effect of over 60% in size
#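 Genotoxic stress is detected as increased luminescence from luciferase-tagged ELG1 in HEK293T cells, measured with ONE-Glo after a 16 hr treatment at 37 °C.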
# The depositor's hits bear a star; ? = inconclusive; nt = not tested or not shown; [ ] = remark or other dose. Unless noted, calls follow the shape of the dose curve; as a rule, active = well fitted curve in the direction sought with a large enough effect; inconclusive = small, poorly fitted or top-dose-only effect, or another doubt; inactive = no such curve, though single readings can be large; an effect the other way counts as inactive or inconclusive. Potency is read from the fitted curve at half-maximal effect.
1) COCc1nnc(NC(=O)c2ccc(OC)cc2OC)s1
2) O=C(NNC(=O)c1ccccc1[N+](=O)[O-])c1cnccn1
3) Cn1cccc1C(=O)NC(=O)CSc1nnc(C2CC2)n1-c1ccccc1
4) CCOCCCNCC(=O)Nc1cc(S(=O)(=O)N2CCOCC2)ccc1N1CCOCC1
5) O=C(CSc1n[nH]c(-c2ccccc2Cl)n1)NC1CCCCC1
6) Cn1nc(C(=O)OCC(=O)c2ccc(Cl)cc2)c2ccccc2c1=O
7) COc1ccc(OC)c(CNC(=O)C2CCN(S(C)(=O)=O)CC2)c1
8) COc1ccccc1NC(=S)NCCc1ccc(Cl)cc1
compound no.	1	2	3	4	5	6	7	8
VP16 counter	0%	-7%	3%	nt	4%	nt	2%	7.1µM*
NPC1 promoter act	2.5µM*	8%	0%	nt	-1%	nt	-1%	2%
uPA surface inh	-1%	-2%	-7%	3%	-5%	-2%	-5%	-3%
MBNL1 CUG block	-6%	?	-5%	nt	-1%	nt	-5%	-3%
RORgamma inh	-36%	8%	12%	nt	-25%	nt	-14%	1.8µM*
Rab9 prom act	2.5µM*	-2%	-12%	nt	0%	nt	-4%	0%
p53 reactivator	-9%	-2%	-12%	-1%	-5%	4%	-1%	7%
BRCA1 expr act	?	6%	1%	6%	-8%	-14%	-6%	9%
FLuc counter	8.5µM*	1%	2%	nt	1%	nt	-2%	-1%
ELG1 genotoxic	8.2µM*	0%	1%	0%	2%	2%	1%	2%

# Values by screen from the entries so far.
# VP16 counter, entries 2–8 → -7%, 3%, nt, 4%, nt, 2%, 7.1µM*
# FLuc counter, entries 2–8 → 1%, 2%, nt, 1%, nt, -2%, -1%
# RORgamma inh, entries 2–8 → 8%, 12%, nt, -25%, nt, -14%, 1.8µM*

# (next part)
9) COc1ccc(Cl)cc1-n1c(N)c(C(N)=O)sc1=S
10) COc1ccccc1OCC(=O)Sc1ccc(C)cc1
11) COc1ccccc1N1CCN(C2CCN(C3CCC(c4ccccc4)CC3)CC2)CC1 (stereo not given)
12) NC(=O)C1CCN(C(=O)CCNS(=O)(=O)c2ccccc2F)CC1
13) O=C(Nc1nc2ccccc2s1)c1cc2c(s1)-c1ccccc1OC2
14) Cc1ccc(C(=O)NCC(=O)OCc2c(F)cccc2Cl)s1
15) O=c1[nH]cnc2c1sc1nc3c(c(-c4ccc(Cl)cc4)c12)CCC3
16) CCCCCCCCc1nc(SCC(C)=O)n[nH]1
compound no.	9	10	11	12	13	14	15	16
VP16 counter	2%	-8%	5%	nt	?	nt	-11%	2%
NPC1 promoter act	-4%	-4%	0%	2%	26%	nt	2%	-2%
uPA surface inh	nt	-23%	nt	7%	-2%	1%	0%	-1%
MBNL1 CUG block	15%	7%	-7%	nt	2%	nt	4%	-5%
RORgamma inh	-16%	-11%	-1%	nt	-28%	nt	-28%	-2%
Rab9 prom act	2%	-1%	-6%	-7%	?	nt	1%	3%
p53 reactivator	-5%	-1%	25%	-2%	9%	20%	-1%	-2%
BRCA1 expr act	3%	-2%	nt	1%	-4%	3%	-28%	2%
FLuc counter	?	?	1%	3%	-11%	nt	-2%	6%
ELG1 genotoxic	-2%	8%	-6%	1%	13µM*	12%	-11%	0%

17) COc1ccc(-c2nnn(CC(=O)N(CCN3CCOCC3)C(C(=O)NC3CCCC3)c3ccco3)n2)cc1 (stereo not given)
18) O=C(OC(C(=O)NC1CCCC1)c1cccnc1)C1=Cc2ccccc2OC1 (stereo not given)
19) CC(=O)N1CCc2cc(Br)cc(S(=O)(=O)N3CCCCCC3)c21
20) Cc1ccc(C)c(NC(=O)C(Sc2nc3ccccc3c(=O)n2CC(C)C)c2ccccc2)c1 (stereo not given)
21) CN1N=C(/C=C/c2ccccc2)CCC1=O
22) CCN(CC)C(=O)CN(c1ccc2c(c1)OCO2)S(C)(=O)=O
23) CCOc1ccc(C(=O)COC(=O)c2cc([N+](=O)[O-])ccc2N2CCOCC2)cc1
24) COCCCN(CC(=O)Nc1ccc(N2CCOCC2)cc1)S(=O)(=O)c1ccc(C)cc1
compound no.	17	18	19	20	21	22	23	24
VP16 counter	15%	3%	-4%	-7%	4%	4%	nt	-7%
NPC1 promoter act	-4%	-2%	0%	-8%	-24%	1%	-13%	-6%
uPA surface inh	2%	6%	2%	-6%	0%	-2%	-3%	4%
MBNL1 CUG block	-3%	13%	1%	?	nt	-5%	nt	-4%
RORgamma inh	-4%	-2%	-10%	-24%	19%	?	nt	-21%
Rab9 prom act	4%	9%	-12%	-1%	?	0%	-17%	-5%
p53 reactivator	-3%	-4%	-12%	1%	9%	3%	2%	-1%
BRCA1 expr act	-7%	-26%	-22%	-14%	?	4%	-24%	-14%
FLuc counter	0%	2%	-2%	-1%	?	2%	2%	5%
ELG1 genotoxic	1%	-1%	-1%	1%	?	2%	-1%	4%

25) CC(C)c1ccc(S(=O)(=O)N2CCN(C(=O)CN3C(=O)c4ccccc4C3=O)CC2)cc1
26) CN1/C(=C/C=C(C#N)C#N)C=Cc2ccccc21
27) O=C(NCC1CC1)Nc1cccc(C(F)(F)F)c1
28) CCOC(=O)/C=C1\SCC(=O)N1CC(=O)NC1CCCCC1
29) O=C(c1c(F)cccc1F)N1CCN(c2ncc(Br)cn2)CC1
30) O=C(Nc1ccc2c(c1)OCO2)c1ccc(Br)o1
31) Cn1ccnc1SCC(=O)c1cccc(C(F)(F)F)c1
32) Cn1nnnc1Sc1ncnc2scc(-c3cccs3)c12
compound no.	25	26	27	28	29	30	31	32
VP16 counter	nt	5%	9%	-1%	-5%	17%	-4%	nt
NPC1 promoter act	nt	-3%	-5%	-1%	1%	2.5µM*	2.8µM*	-13%
uPA surface inh	1%	8%	3%	2%	0%	-16%	3%	?
MBNL1 CUG block	nt	8%	-10%	-17%	-8%	-1%	1%	nt
RORgamma inh	nt	-19%	14%	2%	12%	-1%	?	nt
Rab9 prom act	nt	-1%	-2%	-6%	-7%	2.8µM*	4µM*	-6%
p53 reactivator	-4%	-1%	6%	-5%	-2%	7%	?	-34%[inhibitor]
BRCA1 expr act	-3%	-2%	-15%	-9%	-16%	?	74%	-79%
FLuc counter	nt	-6%	-11%	-2%	-1%	24µM*	17µM*	0%
ELG1 genotoxic	-3%	5%	0%	-3%	-3%	18µM*	?	-12%

33) CCOC(=O)c1[nH]c(C(=O)O)c(OC(=O)CC)c1C
34) CN(C(=O)c1cnccn1)c1nnc(-c2cnccn2)s1
35) COc1ccc(CCNC(=O)c2nnn(CC(=O)Nc3c(C)cc(C)cc3C)c2N)cc1OC
36) CCOC(=O)C(Cc1ccccc1)NC(=O)CCc1c(C)nc2ncnn2c1C (stereo not given)
37) CCO[C@H]1OC(C(=O)NCc2nc3ccccc3[nH]2)=C[C@@H](c2ccc(C(F)(F)F)cc2)[C@@H]1CCCO
38) O=S(NC1CCCCC1)C12CC3CC(CC(C3)C1)C2 (stereo not given)
39) CCCOC(=O)c1ccc(NC(=O)c2c(Cl)ccc(Cl)c2OC)cc1
40) COc1ccc2c(C(=O)CN(C)C3CCCCC3)c[nH]c2c1
41) O=C(O)c1ccc(NC(=S)NC(NC(=O)c2ccco2)C(Cl)(Cl)Cl)cc1 (stereo not given)
42) CCOC(=O)C1=C(COC(=O)COc2ccc(C#N)cc2)NC(=O)NC1C (stereo not given)
compound no.	33	34	35	36	37	38	39	40	41	42
VP16 counter	4%	4%	8%	-1%	0%	2%	?	-2%	-5%	0%
NPC1 promoter act	-3%	-1%	1%	0%	1%	6%	-3%	-1%	11%	2%
uPA surface inh	-1%	-2%	17%	-1%	-20%	nt	-1%	10%	0%	2%
MBNL1 CUG block	-5%	?	-2%	-6%	7%	-2%	?	13%	-5%	1%
RORgamma inh	-6%	17%	-27%	8%	18%	-11%	?	20%	1%	-1%
Rab9 prom act	2%	3%	-6%	-7%	-2%	-2%	-5%	0%	-1%	7%
p53 reactivator	5%	13%	2%	-1%	0%	5%	4%	-3%	-4%	0%
BRCA1 expr act	-2%	7%	8%	-2%	-45%	-12%	-28%	0%	8%[1.84 µM]	-6%
FLuc counter	-2%	?	4%	2%	2%	0%	2%	3%	2%	0%
ELG1 genotoxic	3%	1%	0%	0%	-11%	-8%	3%	1%	2%	5%

# 3 compounds out of the list above, ordered by their value in Rab9 prom act, descending:
nr | Compound | Rab9 prom act
40 | COc1ccc2c(C(=O)CN(C)C3CCCCC3)c[nH]c2c1 | 0%
39 | CCCOC(=O)c1ccc(NC(=O)c2c(Cl)ccc(Cl)c2OC)cc1 | -5%
35 | COc1ccc(CCNC(=O)c2nnn(CC(=O)Nc3c(C)cc(C)cc3C)c2N)cc1OC | -6%
